Source: PubChem BioAssay
BCLXL inh = inhibitors of human Bcl-xL, primary screen, biochemical, fluorescence polarization, HTS; GST-Bcl-xL / FITC-Bim BH3 peptide fluorescence polarization; inhibition, % at 10.9 µM; 0.7% of 320,000 active; AID 2129, 2009;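 active means inhibition above the mean of all tested compounds plus 3 SD, cutoff set per campaign, cut at about 30% in these data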;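 further: 0% = DMSO wells and 100% = unlabeled Bim-BH3 peptide competitor; inhibitors lower millipolarization by displacing the labeled peptide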
Target sequence (Q07817 whole entry, looked up): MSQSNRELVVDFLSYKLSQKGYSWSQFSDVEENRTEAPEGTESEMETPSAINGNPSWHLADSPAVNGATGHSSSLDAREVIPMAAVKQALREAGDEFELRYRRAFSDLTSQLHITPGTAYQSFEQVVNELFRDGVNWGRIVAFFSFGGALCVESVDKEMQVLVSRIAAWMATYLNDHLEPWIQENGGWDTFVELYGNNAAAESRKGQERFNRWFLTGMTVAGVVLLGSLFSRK
MCL1 BIM primary = inhibitors of MCL1 binding to BIM-BH3, primary screen, biochemical, fluorescence polarization; Induced myeloid leukemia cell differentiation protein Mcl-1 (Homo sapiens), Q07820; GST-MCL1 / FITC-Bim-BH3 fluorescence polarization; inhibition, % at 10.9 µM; 0.68% of 320,000 active; AID 2057, 2009;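 active means inhibition above the mean inhibition of all tested compounds plus 3 SD, set per campaign, cut at about 40% in these data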;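 further: 0% = DMSO wells and 100% = unlabeled Bim-BH3 peptide control; higher means more loss of mP so more displacement of Bim peptide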
Target sequence (Q07820 whole entry, looked up): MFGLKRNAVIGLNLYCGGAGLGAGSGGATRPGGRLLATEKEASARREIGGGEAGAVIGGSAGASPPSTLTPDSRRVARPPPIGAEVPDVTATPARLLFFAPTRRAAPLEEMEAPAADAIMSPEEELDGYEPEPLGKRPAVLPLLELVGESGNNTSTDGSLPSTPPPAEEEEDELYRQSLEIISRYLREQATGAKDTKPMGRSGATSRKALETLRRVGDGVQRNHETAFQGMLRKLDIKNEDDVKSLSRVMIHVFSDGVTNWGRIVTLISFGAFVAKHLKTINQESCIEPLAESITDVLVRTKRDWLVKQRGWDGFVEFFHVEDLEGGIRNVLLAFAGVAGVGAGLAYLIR
EBNA-1 inh = EBNA-1 DNA-binding inhibitors, primary screen, biochemical, fluorescence polarization; inhibition, % at 14.8 µM; 0.34% of 300,000 active; AID 1950, 2009; in the data active means inhibition above about 28%
GLD-1 RNA inh = GLD-1/TGE RNA complex disruptors, primary screen, biochemical, fluorescence polarization | inhibition, % at 5.96 µM | 0.44% of 320,000 active | Female germline-specific tumor suppressor gld-1 (Caenorhabditis elegans), Q17339 | purified GLD-1 + fluorescein TGE RNA;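 active means percent inhibition above a per-plate cutoff, the plate mean of test compounds plus 3 SD, cut at about 30% in these data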;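 further: 0% = DMSO wells with GLD-1 and probe and 100% = wells lacking GLD-1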
Yeast superoxide = reduction of superoxide in aged yeast, primary screen, HTS; AID 2690, 2010; S. cerevisiae aged cells, superoxide DHE fluorescence; hits give low values; superoxide response (% of plate mean), % at 10 µM; 0.18% of 330,000 active;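 active means superoxide response under a set limit, about three screen SD below normal, cut at about 65% in these data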;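 further: yeast aged for seven days with compound at 30 °C before DHE staining; 100% = average MFI of all compound-treated wells on the plate with controls excluded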
Efflux pump inh = inhibitors of Candida efflux pumps in yeast, primary screen, S. cerevisiae, Nile Red, multiplex | 0.44% of 330,000 active | inhibition, % at 10 µM | S. cerevisiae Candida pump triplex | AID 485275, 2010;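 active means plate passing quality check with inhibition over a set limit, or well fluorescence over plate mean plus 4 SD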;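 further: Nile Red retained in pooled yeast measured as flow cytometry median fluorescence; 0% = buffer negative control and 100% = Enniatin B positive control; higher means more Nile Red kept so more efflux inhibition; some compounds called inactive have numbers as strong as hits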
Fam108B inh = mouse Fam108B serine hydrolase inhibitors, primary screen, counter-screen for RBBP9 inhibitor project, biochemical, fluorescence polarization; recombinant Fam108B, FP-Rh probe fluorescence polarization; inhibition, % at 9.51 µM; 0.33% of 300,000 active; AID 1947, 2009;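 active means inhibition above the screen mean inhibition plus 3 SD, computed separately per campaign, cut at about 18% in these data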;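 further: inhibitors lower polarization as less probe binds the enzyme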
MEX-5 binding = MEX-5 zinc finger RNA-binding disruptors – biochemical, C. elegans, fluorescence polarization, MLPCN library, primary screen; activity score (negative = inhibition of binding), % at 10 µM; MEX-5/FITC-TCR2 RNA binding; hits give low values; Zinc finger protein mex-5 (Caenorhabditis elegans), Q9XUB2; 0.38% of 300,000 active;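 active means inhibition past about -25% in most replicates, and total fluorescence under double the plate's negative control median, limit read from the data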;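 further: 0% = DMSO and -100% = 5 µM competing unlabeled TCR2 RNA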
Target sequence (Q9XUB2 whole entry, looked up): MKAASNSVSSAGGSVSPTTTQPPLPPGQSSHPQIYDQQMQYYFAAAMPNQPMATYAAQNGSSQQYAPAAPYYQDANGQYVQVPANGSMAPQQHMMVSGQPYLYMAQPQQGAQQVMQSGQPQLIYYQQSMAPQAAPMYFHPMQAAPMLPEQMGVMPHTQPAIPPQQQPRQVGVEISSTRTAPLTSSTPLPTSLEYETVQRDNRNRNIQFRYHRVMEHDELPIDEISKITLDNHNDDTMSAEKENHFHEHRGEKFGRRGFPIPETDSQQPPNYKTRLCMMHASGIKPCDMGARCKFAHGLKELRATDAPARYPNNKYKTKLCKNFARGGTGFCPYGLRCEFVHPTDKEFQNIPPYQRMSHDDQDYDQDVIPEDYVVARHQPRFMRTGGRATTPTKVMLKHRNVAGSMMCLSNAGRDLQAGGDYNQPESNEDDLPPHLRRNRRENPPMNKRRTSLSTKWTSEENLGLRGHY
ZTA DNA inh = blocks Epstein-Barr virus ZTA, an EBNA-1 counter-screen; P03206; ZTA-DNA binding, fluorescence polarization; inhibition, % at 11 µM; 0.15% of 320,000 active; in the data active means inhibition above about 33%
An asterisk follows results filed as active; i = inactive; · = no result given.

Order of results: BCLXL inh | MCL1 BIM primary | EBNA-1 inh | GLD-1 RNA inh | Yeast superoxide | Efflux pump inh | Fam108B inh | MEX-5 binding | ZTA DNA inh
1: CCOC(=O)Cc1cnc(NC(=O)Cn2nnc(-c3ccc(OCC)cc3)n2)s1
    2 | 5 | 4 | 1 | 97 | 0.1 | 9 | 1.2 | -3
2: CCc1ccccc1-n1nnnc1-c1cnccc1C(F)(F)F
    -6 | -2 | 4 | -1 | 105 | 0.1 | -3 | -1.4 | 0
3: CCOc1ccc(C(=O)CN2CCN(S(=O)(=O)c3ccc(Br)cc3)CC2)cc1
    2 | 5 | 6 | -1 | 74 | 0.0 | 11 | -1.1 | 1
4: C=C(C)CN(CC)C(=O)CCc1nnc(CCc2c[nH]c3ccccc23)o1
    3 | -4 | 0 | -2 | 103 | -0.2 | 0 | 0.2 | 6
5: Cc1cc(=O)oc2c(C)c(OCC(=O)N3CCN(C(=O)C4COc5ccccc5O4)CC3)ccc12 (stereo not given)
    4 | -3 | 10 | -1 | 89 | 0.1 | 7 | -1.5 | -5
6: COc1cccc(NC(=O)CN(c2ccc3c(c2)OCO3)S(C)(=O)=O)c1
    5 | -3 | 3 | -5 | 106 | -0.7 | 7 | 0.0 | -1
7: Cc1ccc(S(=O)(=O)N2CCN(C(=O)COC(=O)/C=C/c3ccccc3[N+](=O)[O-])CC2)c(C)c1
    0 | 1 | -1 | 6 | 83 | 0.0 | 1 | 1.6 | -14
8: O=S(=O)(c1ccc(S(=O)(=O)N2CCCC2)cc1)N1CCCCCC1
    1 | -5 | 4 | 6 | 125 | 0.4 | 3 | -0.5 | -2
9: CCOC(=O)C1CCN(C(=O)C2CCN(c3nn4c(=O)cc(C)nc4s3)CC2)CC1
    -3 | 0 | -7 | 0 | 88 | 0.1 | 1 | 1.2 | 1
10: COc1cccc(/C=C2/SC(=S)N(CC(=O)NNC(=O)c3ccccc3OC)C2=O)c1
    2 | 10 | 19 | -4 | 107 | -0.3 | 3 | -1.7 | -2
11: Cn1c(=O)oc2cc(S(=O)(=O)Nc3cccc([N+](=O)[O-])c3)ccc21
    2 | -2 | -3 | 0 | 109 | -0.2 | -3 | -1.2 | -16
12: COCCN(Cc1cccs1)S(=O)(=O)c1csc(C(N)=O)c1
    4 | -4 | -4 | 7 | 110 | 0.0 | -4 | -0.1 | -9
13: CCC(=O)Nc1c(S(=O)(=O)c2ccccc2)c2nc3ccccc3nc2n1C(C)c1ccccc1 (stereo not given)
    -1 | -10 | -10 | 2 | 68 | 0.7 | -4 | -1.5 | 2
14: CC(=O)Nc1nc(=O)c2ccccc2s1
    4 | 15 | 8 | 3 | 124 | -0.1 | -4 | 2.1 | -4
15: CCCn1c(SCc2nc(-c3cccs3)no2)nnc1-c1ccncc1
    0 | -2 | -3 | 5 | 95 | 0.2 | -2 | -0.2 | 2
16: CCOc1ccc(CC(=O)Nc2c3c(nn2C(C)(C)C)CS(=O)(=O)C3)cc1
    9 | 7 | -1 | -1 | 107 | 0.4 | 0 | -2.2 | -8
17: O=C(O)[C@H](Cc1ccccc1)NC(=O)N1CCCCCC1
    3 | 0 | 4 | -1 | 90 | 0.0 | 0 | -1.8 | 11
18: O=C(OCC(=O)c1ccc[nH]1)c1ccc2ccccc2n1
    4 | 6 | -5 | -8 | 113 | 0.1 | 0 | 0.2 | -7
19: CC(O)[C@H]1CN=C(N)N1CCCCC1CCCCC1 (stereo not given in full)
    4 | 4 | 4 | -3 | 104 | 0.0 | -1 | -0.2 | -1
20: CCOC(=O)CN1C(=O)N[C@@H](CCc2ccccc2)[C@H](C(C)=O)[C@H]1C
    5 | -3 | -3 | 6 | 87 | -0.1 | -1 | -0.9 | -23
21: CCCC(C(=O)NCC1CCCO1)N(Cc1ccccc1)C(=O)CNS(=O)(=O)c1ccccc1 (stereo not given)
    6 | 10 | 1 | 3 | 91 | -0.2 | 0 | 0.1 | -8
22: CN(c1ccccc1)S(=O)(=O)c1ccc(Cl)c(C(=O)NCCc2c[nH]c3ccccc23)c1
    5 | 10 | 4 | 0 | 110 | -2.4 | 9 | 1.9 | -16
23: COC(=O)c1ccccc1NC(=O)C1CCN(S(=O)(=O)c2cc(C)ccc2OC)CC1
    8 | 3 | -1 | -2 | 88 | 0.1 | 0 | 0.1 | 14
24: O=C(CSc1nnnn1C1CC1)N1CCN(c2ccccc2F)CC1
    -10 | -8 | · | 4 | 83 | -0.1 | · | · | -4
25: COCCn1c(=S)[nH]c2cc(C(=O)NC(C)C)ccc2c1=O
    4 | 6 | 10 | -3 | i | 0.0 | 4 | · | 9
26: CC(C)c1ccccc1OCCNC(=O)c1cccnc1
    2 | 3 | -1 | -3 | 74 | 0.0 | -2 | -2.3 | 10
27: O=C(O)CCc1nc2cc3ccccc3cc2[nH]1
    5 | 0 | -8 | -8 | 100 | 0.4 | 0 | 1.3 | 8
28: N#CCCN(C(=O)COC(=O)c1ccc(S(=O)(=O)N2CCCCCC2)cc1)c1ccccc1
    3 | -10 | -12 | 1 | 96 | 0.0 | -4 | -2.4 | -5
29: O=C1COc2ccc(C(=O)CSc3nnc(NCc4ccccc4)s3)cc2N1
    -1 | -6 | 26 | -3 | 96 | 0.1 | -12 | 1.8 | 12
30: CC12CCC(=O)N1C(C(=O)NCCN1C(=O)S/C(=C\c3ccc(OC(F)F)cc3)C1=O)CS2 (stereo not given)
    -1 | -2 | -2 | -5 | 102 | 0.1 | -2 | -2.4 | 6

Retrieved by compound from the list above:
Order of results: BCLXL inh | MCL1 BIM primary | EBNA-1 inh | GLD-1 RNA inh | Yeast superoxide | Efflux pump inh | Fam108B inh | MEX-5 binding | ZTA DNA inh
27: O=C(O)CCc1nc2cc3ccccc3cc2[nH]1
    5 | 0 | -8 | -8 | 100 | 0.4 | 0 | 1.3 | 8
20: CCOC(=O)CN1C(=O)N[C@@H](CCc2ccccc2)[C@H](C(C)=O)[C@H]1C
    5 | -3 | -3 | 6 | 87 | -0.1 | -1 | -0.9 | -23

Continuation:
Order of results: BCLXL inh | MCL1 BIM primary | EBNA-1 inh | GLD-1 RNA inh | Yeast superoxide | Efflux pump inh | Fam108B inh | MEX-5 binding | ZTA DNA inh
31: O=C(O)CCC(=O)Nc1ccc(N2CCCCCC2)cc1
    22 | 14 | 1 | 3 | 123 | 0.0 | 12 | -2.2 | 10
32: COC(=O)c1ccccc1N1CCS(=O)(=O)CC1
    8 | 5 | 2 | 13 | 103 | 0.0 | 2 | 2.1 | 13
33: CC(Sc1nc2c(c(=O)[nH]1)CCCC2)C(=O)Nc1ccc(S(N)(=O)=O)cc1 (stereo not given)
    1 | 30 | 9 | -4 | 82 | 0.1 | -1 | -0.3 | 2
34: Cn1c(=O)[nH]c(=O)c2c1nc(CN1CCOCC1)n2CCCc1ccccc1
    -2 | -2 | -3 | -5 | 111 | 0.1 | 2 | -3.5 | -21
35: COCCn1c(SCC(=O)Nc2nnc(C)s2)nnc1-c1cc2ccccc2cc1O
    2 | 0 | 7 | 0 | 105 | 0.1 | -1 | 2.1 | 8
36: CCC(Oc1ccccc1)C(=O)N1CCN(CC)CC1 (stereo not given)
    1 | -2 | -10 | 5 | 107 | -0.1 | 4 | -2.0 | -2
37: Nc1nc(C2CC2)c(Sc2sc(N)nc2C2CC2)s1
    3 | 4 | 4 | -2 | 89 | -0.2 | 3 | -0.7 | -10
38: CS(=O)(=O)N1CCC(C(=O)Nc2cc(Cl)c(Cl)cc2Cl)CC1
    3 | 10 | -5 | -7 | 103 | 0.4 | 2 | 0.2 | -12
39: CC1Cc2ccccc2N1C(=S)NC(=O)c1ccc(Cl)cc1Cl (stereo not given)
    5 | 2 | -9 | 5 | 109 | 0.1 | 3 | -1.4 | -6
40: Cc1cc(=O)[nH]c2c(C)cc(S(=O)(=O)Nc3ccc(O)cc3)cc12
    4 | -3 | -2 | -7 | 102 | 0.3 | 3 | -2.7 | -6
41: CS(=O)(=O)N(CC(=O)N1CCc2ccccc2C1)c1cccc(Br)c1
    5 | 2 | 1 | 8 | i | 0.1 | 1 | 2.2 | 19
42: CC(C)CCN1NC2(CCCC(C)C2)NC1=S (stereo not given)
    4 | 0 | -1 | 0 | 85 | -0.1 | 2 | 2.5 | 0
43: CC(C)Cn1c(-c2ccc(Cl)cc2)cnc1SCC(=O)N1CCOCC1
    -5 | -8 | -13 | -3 | 94 | 0.2 | 1 | 0.3 | 11
44: O=C(CNC(=O)OCc1ccccc1)NC1CCCCCC1
    3 | 1 | 10 | 4 | 106 | 0.0 | -4 | 3.0 | 5
45: Cc1ccc(OCC(=O)Nc2ccc(O)c(-c3nc4ccccc4o3)c2)cc1
    6 | 5 | 3 | 3 | 109 | 0.2 | 0 | -1.4 | -20
46: CCCc1[nH]nc2c1C(c1cccnc1)C(C#N)=C(N)O2 (stereo not given)
    8 | 6 | -3 | -1 | 108 | -0.1 | 1 | -1.7 | -11
47: O=C(NCC1COc2ccccc2O1)c1cccc(S(=O)(=O)N2CCOCC2)c1 (stereo not given)
    -2 | -4 | · | 7 | 98 | 0.1 | · | · | 5
48: CC(C)CC1NC(=O)N(CC(=O)N2CCN(S(=O)(=O)c3ccccc3)CC2)C1=O (stereo not given)
    -10 | -10 | -4 | 7 | 111 | 0.0 | 2 | 7.1 | -12
49: O=C(CCc1ccccc1)NC(=S)Nc1cccc(Br)c1
    5 | 20 | 2 | 5 | 105 | 0.2 | -9 | -0.8 | 1
50: CCCNC(=O)Nc1ccc2c(c1)nc(C)n2C
    2 | 0 | -7 | -1 | 101 | -0.1 | -3 | 2.1 | -8
51: CCCCCCCCOC(=O)C(NC(=O)CCC(=O)Nc1ccc(S(N)(=O)=O)cc1)C(O)c1ccccc1 (stereo not given)
    3 | 1 | -3 | -3 | 96 | -0.1 | -1 | 0.3 | -6
52: O=C(c1cc(Cl)ccc1Cl)N1CCOCC1
    1 | 9 | 3 | 1 | 81 | 0.0 | -1 | -1.1 | -2
53: O=C(Cc1ccc(-c2ccccc2)cc1)Nc1ncccc1O
    25 | 29 | 1 | 31* | 111 | 0.0 | 5 | -0.1 | 5
54: CC(=O)CCn1cnc([N+](=O)[O-])n1
    1 | 6 | -8 | -7 | 123 | 0.0 | 0 | 1.6 | -29
55: Cc1ccc(N=C2NC(=O)/C(=C\c3ccco3)S2)cc1
    5 | 13 | 8 | -3 | 108 | -0.3 | 4 | -0.1 | 1
56: CCCNC(=O)c1ccc2c(c1)nc(C)n2-c1cccc(C)c1
    4 | -1 | 4 | -2 | 96 | -0.1 | 1 | -1.5 | 0
57: CC1=C(C)CC(C(=O)NNC(=O)c2csc3c2CCC(C(C)(C)C)C3)C(C(=O)O)C1 (stereo not given)
    4 | 7 | 13 | -8 | 76 | -0.1 | 1 | 1.1 | 14
58: Cc1ccc(S(=O)(=O)N(CCCO)CC(O)CON=C2c3ccccc3-c3ccccc32)cc1 (stereo not given)
    7 | 7 | 0 | 3 | 104 | -9.2 | -9 | -0.2 | -10
59: Cc1oc(-c2ccc(Cl)cc2)nc1CS(=O)CC(=O)NCc1ccccn1 (stereo not given)
    4 | 7 | -4 | 5 | 78 | 0.0 | -2 | 0.5 | 3
